MPTP block – inhibitors of mitochondrial permeability transition pore. isolated mouse mitochondria, Ca2+ swelling absorbance, 30 min. inhibition, % at 10 µM. 1.4% of 360,000 active;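 active means inhibition of 50% or more, scaled per plate between neutral and stimulator controls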;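 further: 0% = DMSO wells given calcium and 100% = 1 mM EGTA wells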
CCR6 antagonist – CCR6 (human) receptor antagonism; 0.49% of 340,000 active; P51684; inhibition, % at 20 µM; CHO-K1 CCR6 PathHunter beta-arrestin, luminescence, CCL20-stimulated;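 active means compounds whose inhibition of the agonist-driven luminescence signal at 20 µM reaches about 50%, limit read from the data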;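 further: cells stimulated with CCL20 at 14 nM final; plate controls were DMSO with CCL20 for no effect and DMSO without agonist for full effect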
EBI2 block – EBI2 (human) antagonism; 0.81% of 360,000 active; P32249; inhibition, % at 5 µM; EBI2 beta-arrestin recruitment, luminescence, 7a,25-OHC stimulated; in the data active means inhibition above about 38%;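 further: enzyme fragment complementation signal reports receptor beta-arrestin coupling in cells; 0% = agonist plus DMSO wells and 100% = wells without agonist; some results beyond the cut were filed as inactive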
Target sequence (P32249 whole entry, looked up, the tested form may be a part): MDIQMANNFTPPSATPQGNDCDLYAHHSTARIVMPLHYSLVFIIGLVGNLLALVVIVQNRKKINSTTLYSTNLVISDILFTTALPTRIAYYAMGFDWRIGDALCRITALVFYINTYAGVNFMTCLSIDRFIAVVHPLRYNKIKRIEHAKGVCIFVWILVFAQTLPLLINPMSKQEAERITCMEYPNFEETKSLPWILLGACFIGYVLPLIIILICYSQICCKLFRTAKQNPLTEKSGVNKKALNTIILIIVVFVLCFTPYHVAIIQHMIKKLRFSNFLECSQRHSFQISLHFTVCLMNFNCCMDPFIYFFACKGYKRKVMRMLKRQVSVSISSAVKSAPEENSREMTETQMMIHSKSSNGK
APOBEC3A inh – human APOBEC3A DNA deaminase inhibition | P31941 | recombinant A3A, FAM/TAMRA ssDNA deamination fluorescence | inhibition, % at 20 µM | 0.41% of 330,000 active;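 active means at least 40% inhibition at 20 µM here, with at most 30% in a related deaminase screen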;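 further: plate controls were A3A with DMSO for no effect and wells lacking A3A enzyme for full effect; some results filed as inactive read as strong as hits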
Target sequence (P31941 whole entry, looked up): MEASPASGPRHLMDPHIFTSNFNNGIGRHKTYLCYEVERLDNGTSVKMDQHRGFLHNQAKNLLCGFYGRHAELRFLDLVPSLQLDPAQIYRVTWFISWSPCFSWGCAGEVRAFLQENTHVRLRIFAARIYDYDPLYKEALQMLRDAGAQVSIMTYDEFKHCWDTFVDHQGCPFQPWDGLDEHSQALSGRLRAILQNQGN
CXCR6 inh – blocks human CXCR6 beta-arrestin recruitment; 0.36% of 360,000 active; inhibition, % at 20 µM; CHO-K1 PathHunter CXCR6 beta-arrestin, luminescence; O00574; in the data active means inhibition above about 34%, passing the limit was not always enough;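 further: antagonist mode with CXCL16 agonist at 10 nM final; 0% = 10 nM CXCL16 with DMSO and 100% = unstimulated wells without agonist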
Target sequence (O00574 whole entry, looked up): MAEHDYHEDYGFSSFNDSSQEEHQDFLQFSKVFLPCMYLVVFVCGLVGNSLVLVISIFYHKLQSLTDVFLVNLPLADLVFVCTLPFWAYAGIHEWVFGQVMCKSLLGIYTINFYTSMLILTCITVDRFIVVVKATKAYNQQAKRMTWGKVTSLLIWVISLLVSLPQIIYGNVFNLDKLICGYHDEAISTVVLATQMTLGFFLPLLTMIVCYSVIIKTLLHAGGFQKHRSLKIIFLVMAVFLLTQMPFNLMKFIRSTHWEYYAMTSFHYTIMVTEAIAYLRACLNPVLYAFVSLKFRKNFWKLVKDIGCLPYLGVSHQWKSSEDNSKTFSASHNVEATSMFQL
NR3A LBD binder – modulators (binders) of human NR3A ligand-binding domain; Tm shift relative to glycine control, % at 25 µM; 2.5% of 340,000 active; NR3A LBD differential scanning fluorimetry, Tm shift; 0% = protein alone, 100% = glycine-bound protein; AID 1259313;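 active means melting temperature shift of at least 10% of the positive control shift, at one fixed dose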
Gli-Sufu block – antagonists of Gli-Sufu signaling; inhibition, % at 5 µM; 0.74% of 340,000 active; AID 588413; Sufu-KO-LIGHT fibroblasts, Gli luciferase reporter luminescence;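 active means inhibition above about 55%, limit read from the data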;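 further: 0% = DMSO-treated cells and 100% = wells with medium but no cells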
APOBEC3G inh – inhibitors of human APOBEC3G DNA deaminase; recombinant A3G, ssDNA deamination FAM/TAMRA fluorescence; inhibition, % at 20 µM; 0.28% of 330,000 active;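 active means inhibition of at least 40% at 20 µM, with no more than 30% in the related APOBEC3A deaminase screen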;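 further: plate controls were DMSO wells with A3G for no effect and wells lacking A3G enzyme for full effect; some compounds called inactive have numbers as strong as hits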
* marks the source's active call; other numbers are inactive results; / = not tested or not shown.

SMILES	MPTP block	CCR6 antagonist	EBI2 block	APOBEC3A inh	CXCR6 inh	NR3A LBD binder	Gli-Sufu block	APOBEC3G inh
COc1ccccc1NS(=O)(=O)c1ccc(C(=O)NCC(c2ccco2)N2CCCCC2)cc1 (centres undefined)	-0.2	11.2	2.4	/	-3.7	0.3	1.7	/
Cc1ccc(-n2c(SCC(N)=O)nnc2-c2cnccn2)cc1	1.1	3.1	4.0	-5.2	12.2	-0.1	-3.9	-7.0
COCc1cc(C)nc2sc(C(=O)OC)c(N)c12	0.7	-34.8	-3.8	-6.7	0.5	0.3	-1.3	-6.9
CCOc1ccccc1NC1=C(Cl)C(=O)N(c2ccc(OC)cc2)C1=O	-2.5	21.4	-3.9	-1.1	9.4	6.7	-16.5	-3.6
CCN(Cc1ccccc1)C(=O)C1CCN(CC2CC=CCC2)CC1 (centres undefined)	2.2	1.0	-3.5	-3.5	-3.1	0.9	20.2	-9.1
CCOc1ccc(OCC(O)CNC2CCN(Cc3ccccc3)CC2)cc1 (centres undefined)	1.8	11.9	31.9	2.9	-18.3	-1.6	27.2	-0.4
CC(C)CN1CC(Br)C(=O)NC1=O (centres undefined)	1.3	1.0	-1.3	/	4.1	-1.2	-1.6	/
CC1CCN(c2c(NCC3CCC(C(=O)NCCc4ccc(Cl)cc4)CC3)c(=O)c2=O)CC1 (centres undefined)	1.0	10.4	5.4	-1.5	5.7	-0.2	-17.6	-4.2
COc1ccc(C(C)(C)C)cc1NC(=O)CCN1C(=O)C2CCCCC2C1=O (centres undefined)	-1.6	-4.4	2.0	-2.3	-0.3	4.5	1.4	-8.0
COc1cccc(/C=C/C(=O)NNC(=O)c2ccncc2)c1OC	-1.0	3.6	-2.7	-2.1	5.1	-2.6	-11.1	-6.0
CCc1nnc(NC(=O)C2CCC2)s1	0.8	0.4	7.8	-4.6	1.7	0.0	-2.9	-6.4
Cc1ccc(C2(C)NC(=O)N(CC(=O)Nc3ccc(S(=O)(=O)Nc4nccs4)cc3)C2=O)cc1 (centres undefined)	-0.9	8.8	-2.1	-4.5	2.1	-0.9	-6.6	-9.7
Clc1cccc(-c2ccnc3nc(-n4cccc4)nn23)c1	-1.3	-1.8	6.6	0.0	-4.7	-0.1	5.2	-2.5
CCOC(=O)c1cccc(NC(=O)CCc2c(C)nc3ncnn3c2C)c1	5.2	1.9	-5.0	1.2	2.6	-0.2	3.0	-0.2
CN(C)CCSc1nc(O)c(-c2ccccc2)c(=O)n1-c1ccccc1	-1.9	-1.4	-2.5	0.0	5.2	-0.1	2.6	10.7
COc1ccc(N2C(=O)C3CCCN3C2c2cc(OC)c(OC)cc2OC)cc1 (centres undefined)	-2.8	-8.4	-1.4	-3.7	-2.5	2.2	-0.3	-8.1
Cc1c(Cl)c([N+](=O)[O-])nn1CC(=O)NCC(C)C	-0.7	10.5	2.5	-1.0	8.6	3.3	6.6	48.0*
COc1ccc(N2CCC(CNC(=O)Nc3ccccc3)C2)cc1 (centres undefined)	0.7	2.5	12.9	1.9	-9.5	-3.9	7.1	11.0
Oc1ccccc1/C=N/n1c2ccccc2c2ccccc21	5.5	1.5	-12.2	2.8	0.2	18.7*	41.3	-1.4
CCN1C(=O)C(CC(=O)NC2CCCCC2)N(CC)C1=O (centres undefined)	-1.0	-4.2	0.0	-0.3	2.6	-0.8	5.5	-5.5
CC12CCC(C(=O)Nc3ccncc3)(CC1O)C2(C)C (centres undefined)	1.0	-2.2	-10.0	-3.2	-4.0	-0.6	0.7	-6.1
Cc1c(CC(=O)O)c(=O)oc2c(C)c(OCc3ccccc3)ccc12	-0.2	3.5	1.1	-0.4	6.5	-1.8	4.2	-6.0
O=C(Nc1cc(NC(=O)c2ccccc2F)ccc1Cl)c1ccccc1	-1.8	4.4	-5.0	-1.6	3.0	-10.7	/	-8.9
O=C(CNC(=O)c1ccncc1)N/N=C/c1cc(Br)ccc1O	1.4	7.4	-7.6	-1.7	0.9	-1.0	-8.8	-3.1
O=C(CC(=O)c1cccc([N+](=O)[O-])c1)Nc1ccccc1Cl	20.1	22.7	-3.0	1.4	5.7	-3.8	-7.4	1.6
(continued)
SMILES	MPTP block	CCR6 antagonist	EBI2 block	APOBEC3A inh	CXCR6 inh	NR3A LBD binder	Gli-Sufu block	APOBEC3G inh
Cc1occc1C(=O)Nc1ccc(S(=O)(=O)N2CCCC2)cc1	-0.8	-7.0	0.6	1.0	3.8	-6.0	-0.2	-3.8
Cc1nc(C)n(C(C)CNS(=O)(=O)c2ccc(Cl)cc2)n1 (centres undefined)	-0.2	1.1	-1.9	-5.9	5.2	-0.8	-12.8	-6.8
CC(=O)c1cccc(NC(=O)COC(=O)c2cccs2)c1	0.6	-2.6	-0.4	-2.4	-2.4	1.6	-6.7	-6.0
CCC[N+](C)(C)C(C)C(OC(C)=O)c1ccccc1 (centres undefined)	1.2	5.3	5.1	72.6	-1.2	-1.5	2.4	35.8
O=C(OC(C(=O)O)C(OC(=O)c1ccccc1)C(=O)NCc1ccccc1)c1ccccc1 (centres undefined)	0.1	5.9	4.9	-2.1	-2.7	-0.3	2.6	-4.6
Cc1cc2cc(C)c3nnc(SCC(=O)N4CCN(C(=O)c5ccco5)CC4)n3c2cc1C	-0.2	10.4	-5.6	0.0	8.2	-1.0	3.6	-3.3
O=C1CC(N2CCN(c3nc4ccccc4s3)CC2)C(=O)N1c1ccc(F)cc1 (centres undefined)	-6.3	16.4	6.7	1.5	1.8	8.0	5.8	1.6
Cc1cccc2cc(C#N)c(NCCNS(=O)(=O)c3ccccc3)nc12	2.0	3.1	0.5	0.5	4.6	0.2	3.1	-9.8
Cc1ccc(C)c(S(=O)(=O)N2CCC3(CC2)OCCO3)c1	0.9	13.7	2.0	-5.4	2.3	0.4	-17.1	-5.1
Cc1ccccc1-c1ccc(=O)n(CC(=O)Nc2ccc(-n3cnnn3)cc2)n1	1.1	17.5	-5.2	0.4	-5.7	0.3	31.1	-4.4
COc1ccc(CCNC(=O)c2ccc(N(C)S(=O)(=O)c3ccccc3)cc2)cc1	3.6	17.7	22.4	0.8	7.8	-1.7	-1.9	1.1
CCCCNC(=O)c1ccc2c(OCC)n(CCCC)nc2c1	2.0	-5.1	4.4	-0.1	-7.2	-0.8	-2.2	-6.3
COc1cc2[nH]cc(C(=O)NCc3ccccc3)c(=O)c2cc1OC	-0.3	-4.5	-2.5	-0.1	-0.8	-1.3	2.4	0.8
Cc1ccc2c(c1)C1CC(C)(O2)N(c2cccc(C(=O)N3CCN(c4ccccn4)CC3)c2)C(=O)N1 (centres undefined)	2.2	13.4	-12.7	0.1	-6.3	-6.2	-7.7	0.5
CC(=O)c1nn(-c2ccccc2)cc1C(=O)c1ccc(Br)cc1	2.3	-10.8	26.4	0.6	-3.2	-1.3	-8.9	-1.5
O=C(Nc1ccncc1)c1ccccc1F	0.0	-8.8	0.4	4.9	0.2	0.9	-3.0	1.6
CCN(C(=O)CN1C(=O)S/C(=C\c2cccc(Cl)c2)C1=O)C1CCS(=O)(=O)C1 (centres undefined)	-0.6	-23.6	-5.7	-4.2	-11.6	2.2	1.2	-7.7
CCCc1cc(C(=O)Nc2cc(C)nn2-c2ccccc2)no1	0.2	-8.2	-5.8	-1.2	-0.6	-0.2	-1.9	0.3
CC(C)[C@H](Nc1ccc(C(F)(F)F)cc1[N+](=O)[O-])C(=O)O	2.0	9.9	1.9	2.1	8.9	8.5	4.2	-1.5
COc1ccc(OC)c(NC(=O)CSc2nc3ccccc3c(=O)n2CC2CCCO2)c1 (centres undefined)	0.5	26.3	5.7	3.0	5.2	0.4	-2.1	11.2
CCOC(=O)c1ccc(NS(=O)(=O)c2cn(C)cn2)cc1	-1.8	2.0	-12.7	-2.2	-2.3	0.2	-4.1	-4.4
CCn1c(C(=O)NCc2ccccn2)cc2sccc21	-1.2	5.6	-5.8	-4.7	-4.0	-1.0	-7.2	-3.5
COc1ccc(CN2C(=O)c3cccnc3C2Nc2ccc(C)cc2)cc1 (centres undefined)	-0.1	3.2	0.8	-0.2	7.2	2.3	0.4	-1.7
O=C(Nc1ccccc1Cl)c1ccccc1Cl	-0.9	15.0	-4.8	4.3	-2.4	1.5	-6.9	10.3
CN(C)/C=C(\C=O)c1c(Cl)cccc1Cl	0.9	-0.4	-3.1	-1.9	9.6	-1.4	1.8	-1.6
New compounds follow.
SMILES	MPTP block	CCR6 antagonist	EBI2 block	APOBEC3A inh	CXCR6 inh	NR3A LBD binder	Gli-Sufu block	APOBEC3G inh
COc1ccc(N2C(=O)[C@@H]3[C@H](C2=O)[C@H]2c4ccccc4C=CN2[C@@H]3C(C)=O)cc1	0.3	2.2	-2.6	/	-8.7	-0.7	-2.0	/
COCCNC(=O)CSc1n[nH]c(=O)n1CCc1ccccc1	-0.6	3.7	-3.1	-0.1	0.2	1.2	0.4	-9.7
Cc1ccc(S(=O)(=O)Nc2c(C)n(C)n(-c3ccccc3)c2=O)cc1C(=O)NCc1ccccn1	-2.2	1.7	-5.1	-3.0	5.4	-1.5	4.8	-7.1
OCC1OC(c2ccccc2)OC2COC(c3ccccc3)OC12 (centres undefined)	-1.1	3.8	-1.8	/	-1.0	0.4	8.9	/
O=C(COc1ccc2c(C(F)(F)F)cc(=O)oc2c1)NCc1cccs1	0.9	2.7	1.8	1.5	-8.3	-3.1	0.8	-1.9
CC1CCN(S(=O)(=O)c2ccc([N+](=O)[O-])cc2)CC1	2.2	-19.4	-13.0	-0.9	-11.2	0.4	-0.1	-5.3
CCOC(=O)CNC(=O)Nc1cccc(Cl)c1C	0.3	3.7	-0.9	-1.3	0.2	0.1	-1.5	-1.2
CC(C)(C)NC(=O)C1CCCN(S(=O)(=O)c2ccc(-n3cnnn3)cc2)C1 (centres undefined)	-0.1	-2.2	-10.0	0.7	1.8	-0.8	7.8	1.6
CCN1C(=O)c2cccc3c(N)ccc(c23)C1=O	0.8	-15.8	-6.3	-58.9	-30.9	-1.1	-2.0	-106.0
CCC(=O)n1nc(-c2ccccc2)nc1NCc1ccccc1	-0.5	23.7	1.6	0.4	5.8	1.0	-48.5	-2.6
O=C(CSc1nnc(NC(=O)C2CCC2)s1)Nc1ccccc1	0.2	-1.0	-4.0	-3.7	6.2	3.0	5.8	-3.3
CCc1cccc(CC)c1NC(=O)COC(=O)CC1c2ccccc2CCN1S(=O)(=O)c1ccc(F)cc1 (centres undefined)	0.9	22.2	4.0	-1.9	9.4	-3.1	-2.6	-6.8
CCCN(CCC)S(=O)(=O)c1ccc(C(=O)Nc2cccnc2)cc1	0.5	12.2	3.9	-2.1	1.1	2.8	1.4	-6.7
COC(=O)c1cc(S(=O)(=O)N2CCC(c3cc(OC)ccc3OC)C2)c[nH]1 (centres undefined)	4.5	9.4	-5.2	-1.7	3.0	3.3	52.4	-4.3

Source: PubChem BioAssay (Sanford-Burnham Center for Chemical Genomics)
